PolyA inh = blocks polyadenylation in yeast reporter cells. hit rate 0.02% among 300,000. S. cerevisiae SKY197-pL101 polyadenylation reporter, beta-gal luminescence; efflux-impaired pdr1/pdr3 knockout yeast; score 100 = 6 SD above DMSO. calls only at 12 µM;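 active = lowest replicate activity score at least 50, where 100 means six control SD above control mean; inconclusive = lowest score under 50 but half or more replicates reach 50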;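 also: yeast exposed to compound for 9 h at 30 °C; higher score means more reporter readthrough which indicates perturbed polyadenylation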
HDAC3 inh = blocks human histone deacetylase 3; O15379; recombinant HDAC3, fluorogenic peptide/trypsin coupled, fluorescence; inhibition, % at 8.3 µM; hit rate 0.15% among 320,000; in the data active = inhibition above about 26%, passing the limit was not always enough; inconclusive = no clear call, values can overlap the other calls
Target sequence (O15379 whole entry, looked up): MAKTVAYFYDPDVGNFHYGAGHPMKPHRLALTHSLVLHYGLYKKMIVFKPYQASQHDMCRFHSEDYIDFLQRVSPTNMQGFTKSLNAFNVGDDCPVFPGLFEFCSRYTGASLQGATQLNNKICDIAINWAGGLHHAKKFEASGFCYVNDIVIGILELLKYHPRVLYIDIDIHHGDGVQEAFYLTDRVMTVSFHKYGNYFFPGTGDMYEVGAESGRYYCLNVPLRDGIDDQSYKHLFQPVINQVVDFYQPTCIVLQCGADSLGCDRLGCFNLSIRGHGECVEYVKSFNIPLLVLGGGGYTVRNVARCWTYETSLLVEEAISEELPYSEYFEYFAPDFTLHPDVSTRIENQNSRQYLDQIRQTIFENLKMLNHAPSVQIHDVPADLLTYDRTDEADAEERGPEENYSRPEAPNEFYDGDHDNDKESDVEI
AI-2 QS modul = modulates the Vibrio harveyi AI-2 quorum sensing system; Vibrio harveyi JMH597 AI-2 luminescence/OD600 ratio, 9 h; hits give low values; strain lacks LuxN and CqsS sensors; 0 = neutral-control median; activity change, % at 7.5 µM; hit rate 0.4% among 300,000; in the data active = activity change below about -75%, passing the limit was not always enough; inconclusive = no clear call, values can overlap the other calls;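 also: luminescence divided by OD600 gain over 9 h not by final OD600 alone; inactives centre near 13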
Platelet DG rel = platelet dense granule release activity. human platelet-rich plasma, SFLLRN dense granule ATP release, luminescence. inhibition, %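 (compounds screened at 7.5 µM in platelet-rich plasma)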. hit rate 0.22% among 300,000. AID 1663;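 active = mean replicate score, as percent of positive control, at or above 50; inconclusive = mean below 50 but at least one replicate at or above 50; inactive = mean and every replicate below 50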
HSP90 refold inh = HSP90 refolding inhibition in rabbit reticulocyte lysate; inhibition, % at 5.6 µM; AID 1789; hit rate 0.91% among 290,000; luciferase refolding luminescence, 3 h;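 active = inhibition above the screen-wide mean plus 3 SD, computed separately per campaign, cut at about 16% in these data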;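 also: 0% = DMSO wells and 100% = 60 µM geldanamycin wells; inhibitors lower the luminescence because luciferase stays unfolded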
Dyrk1A ADPGlo = blocks rat Dyrk1A kinase activity; Q63470; ADP-Glo luminescence, NFATc1 peptide; inhibition, % at 12.5 µM; hit rate 0.43% among 310,000; in the data active = inhibition above about 50%;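 also: plate controls were vehicle with enzyme for no effect and no enzyme for full effect; many of its hits are not listed in these tables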
HSF-1 act = increases HSF-1 driven luciferase reporter signal. NIH3T3-HGL HSF-1 luciferase reporter, MG132, 8 h; 100% = twice DMSO control signal. AID 504408. activation, % at 9 µM. hit rate 1.7% among 300,000;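 active = mean replicate activation of at least 50% with a set share of replicates each reaching 50%; inconclusive = only one of those two conditions met; inactive = mean below 50% and too few replicates reaching it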;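 also: 0% = median of the neutral control wells and 100% = twice that signal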
HSF1 inh = HSF1 inhibition | hit rate 0.77% among 300,000 | activity change, negative = inhibition, % at 7.5 µM (by protocol) | NIH3T3-HGL HSE-luciferase, MG132-induced, luminescence 8 h; hits give low values;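 active = more than half of replicate wells show activity change below -50%, luminescence cut by over half; inconclusive = some wells, but at most half, below -50%; inactive = no replicate well below -50%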;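 also: luciferase reports HSF-1 transcriptional activity via heat shock element; 0% = median of DMSO wells and -100% = zero luminescence signal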
GSK3 alpha inh = blocks human GSK-3 alpha kinase; inhibition, % at 10 µM; P49840; ADP-Glo luminescence, 60 min; hit rate 0.1% among 320,000;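 in the data active = inhibition above about 50%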;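 also: GST-tagged GSK-3 alpha with peptide substrate and 25 µM ATP; 0% = DMSO neutral wells and 100% = GW8510 positive control wells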
Target sequence (P49840 whole entry, looked up): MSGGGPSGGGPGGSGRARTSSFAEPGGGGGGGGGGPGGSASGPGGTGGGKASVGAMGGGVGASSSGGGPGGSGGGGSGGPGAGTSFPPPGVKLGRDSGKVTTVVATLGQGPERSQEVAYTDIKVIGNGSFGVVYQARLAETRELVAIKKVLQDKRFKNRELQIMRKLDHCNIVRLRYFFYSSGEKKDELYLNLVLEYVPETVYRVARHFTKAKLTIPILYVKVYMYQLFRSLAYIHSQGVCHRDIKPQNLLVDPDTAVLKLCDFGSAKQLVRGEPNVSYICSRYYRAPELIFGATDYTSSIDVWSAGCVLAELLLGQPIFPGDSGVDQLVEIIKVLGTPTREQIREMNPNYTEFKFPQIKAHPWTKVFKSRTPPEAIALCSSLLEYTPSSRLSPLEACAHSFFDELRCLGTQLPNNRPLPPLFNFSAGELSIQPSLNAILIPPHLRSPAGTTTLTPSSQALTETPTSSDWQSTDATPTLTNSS
GSK3B inh = inhibitors of human GSK3beta kinase | hit rate 0.038% among 300,000 | GST-GSK3beta kinase, ADP-Glo luminescence, 60 min; hits give low values | activity score (negative = inhibition), % at 10 µM | P49841;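 active = more than half of replicate wells score below -50%, meaning over 50% inhibition versus plate controls; inconclusive = some replicates but at most half score below -50%; inactive = no replicate scores below -50%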;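 also: 0% = median DMSO wells and -100% = median GW8510 positive control wells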
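Test system: GST-tagged human GSK3beta kinase, cell-free; evaluation: activity score scaled between in-plate DMSO and GW8510 controls; measured by: ADP-Glo luminescence; incubation: 60 min reaction, RT; benchmarks: DMSO and 20 µM GW8510; reagent: peptide substrate plus 25 µM ATP (final); medium: Tris/MgCl2 kinase buffer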
An asterisk follows results filed as active. These rows are one share of the data; count on the stated rates, not on these rows.

`O=C(c1ccccc1)C1CCN(C(=O)c2cccs2)CC1` gave PolyA inh inactive, HDAC3 inh inconclusive, AI-2 QS modul 20, Platelet DG rel 2, HSP90 refold inh -3, Dyrk1A ADPGlo 4, HSF-1 act -7, HSF1 inh -2, GSK3 alpha inh 2 and GSK3B inh 5.
COc1ccc(N2C(=O)C3CC=C(Cl)CC3C2=O)cc1 (stereo not given) was read as PolyA inh inactive, HDAC3 inh 3, AI-2 QS modul 21, Platelet DG rel 0, HSP90 refold inh -1, Dyrk1A ADPGlo 1, HSF-1 act -5, HSF1 inh -3, GSK3 alpha inh 1 and GSK3B inh -1.
Screening CCN(CC1CCCO1)C(=O)CCc1nnc(Cc2ccc3c(c2)OCO3)o1 (stereo not given) returned PolyA inh inactive, HDAC3 inh 4, AI-2 QS modul 10, Platelet DG rel 22, HSP90 refold inh 2, Dyrk1A ADPGlo 2, HSF-1 act 17, HSF1 inh 0, GSK3 alpha inh -3 and GSK3B inh 1.
For O=C(Nc1ccc(C(=O)O)cc1)/C(=C\c1ccccc1)NC(=O)c1ccccc1 the results were PolyA inh inactive, HDAC3 inh 7, AI-2 QS modul 5, Platelet DG rel -8, HSP90 refold inh 3, Dyrk1A ADPGlo -8, HSF-1 act 2, HSF1 inh 0, GSK3 alpha inh -1 and GSK3B inh 0.
Screening CCc1nc(SCC(=O)Nc2cc(OC)ccc2OC)c2c(C)c(C)sc2n1 returned PolyA inh inactive, HDAC3 inh -4, AI-2 QS modul 9, Platelet DG rel 1, HSP90 refold inh 5, Dyrk1A ADPGlo 0, HSF-1 act -1, HSF1 inh -2, GSK3 alpha inh 1 and GSK3B inh 0.
For N#Cc1cc2c(nc1SCC(=O)Nc1sc3c(c1C#N)CCC3)CCC2 the results were PolyA inh inactive, HDAC3 inh -3, AI-2 QS modul -1, Platelet DG rel 4, HSP90 refold inh 1, Dyrk1A ADPGlo -14, HSF-1 act 21, HSF1 inh 13, GSK3 alpha inh 0 and GSK3B inh 3.
Cc1nc(SCC(=O)NCc2ccco2)nc(C)c1C was read as PolyA inh inactive, HDAC3 inh 12, AI-2 QS modul 19, Platelet DG rel 3, HSP90 refold inh -2, Dyrk1A ADPGlo -1, HSF-1 act -1, HSF1 inh -4, GSK3 alpha inh -1 and GSK3B inh 1.
For O=C(CC1C(=O)NCCN1Cc1cccc(Oc2ccccc2)c1)NCCc1cscn1 (stereo not given) the results were PolyA inh inactive, HDAC3 inh -2, AI-2 QS modul 10, Platelet DG rel -3, HSP90 refold inh 7, Dyrk1A ADPGlo 0, HSF-1 act -31, HSF1 inh -8, GSK3 alpha inh -2 and GSK3B inh -1.
For CCOC(=O)C1CCN(C(=O)CN(C)S(=O)(=O)c2cc(C)ccc2OC)CC1 the results were PolyA inh inactive, HDAC3 inh 8, AI-2 QS modul 38, Platelet DG rel 0, HSP90 refold inh -6, Dyrk1A ADPGlo 8, HSF-1 act -19, HSF1 inh -6, GSK3 alpha inh -1 and GSK3B inh -4.
For CN=C1CC(SC)=C1c1ccc(C)cc1 the results were PolyA inh inactive, HDAC3 inh 6, AI-2 QS modul 21, Platelet DG rel 2, HSP90 refold inh 3, Dyrk1A ADPGlo 1, HSF-1 act 13, HSF1 inh 2, GSK3 alpha inh -17 and GSK3B inh -17.
`CCCCCCn1c(CN2CCN(CCO)CC2)nc2c1c(=O)n(C)c(=O)n2C` gave PolyA inh inactive, AI-2 QS modul -6, Platelet DG rel 11, HSP90 refold inh -1, Dyrk1A ADPGlo 2, HSF-1 act 0, HSF1 inh -5, GSK3 alpha inh -1 and GSK3B inh -1.
For COc1cccc(O)c1CN1CCC(C(=O)Nc2ccc(-c3cccc(C)c3)cc2)CC1 the results were PolyA inh inactive, HDAC3 inh 17, AI-2 QS modul 12, Platelet DG rel 1, HSP90 refold inh 3, Dyrk1A ADPGlo -6, HSF-1 act 12, HSF1 inh 5, GSK3 alpha inh -3 and GSK3B inh 4.
Screening Cc1ccc(N(CC(=O)NCc2cccnc2)S(C)(=O)=O)cc1C returned PolyA inh inactive, HDAC3 inh 1, AI-2 QS modul 3, Platelet DG rel 1, HSP90 refold inh 0, Dyrk1A ADPGlo -2, HSF-1 act -39, HSF1 inh -22, GSK3 alpha inh -1 and GSK3B inh 3.
`COc1cc(CC(=O)OCC(=O)Nc2ccc3c(c2)OCCO3)cc(OC)c1OC` gave PolyA inh inactive, HDAC3 inh 1, AI-2 QS modul 10, Platelet DG rel -1, HSP90 refold inh -4, Dyrk1A ADPGlo 2, HSF-1 act 16, HSF1 inh -2, GSK3 alpha inh 0 and GSK3B inh 1.
For Cc1cc(Cl)ccc1Oc1ncnc2oc(-c3ccccc3)cc12 the results were PolyA inh inactive, HDAC3 inh 1, AI-2 QS modul 17, Platelet DG rel 7, HSP90 refold inh 1, Dyrk1A ADPGlo -17, HSF-1 act 13, HSF1 inh 0, GSK3 alpha inh 0 and GSK3B inh 0.
Screening COc1ccc(CCC(=O)NC2CCCCC2)cc1 returned PolyA inh inactive, HDAC3 inh 0, AI-2 QS modul 24, Platelet DG rel -11, HSP90 refold inh 5, Dyrk1A ADPGlo -6, HSF-1 act 6, HSF1 inh 4, GSK3 alpha inh 0 and GSK3B inh 4.
Screening Cc1cccc(C)c1OCc1cc(C(=O)N(Cc2nccn2C)C(C)C)no1 returned PolyA inh inactive, HDAC3 inh -2, AI-2 QS modul 17, Platelet DG rel -11, HSP90 refold inh -2, Dyrk1A ADPGlo -4, HSF-1 act 16, HSF1 inh -1, GSK3 alpha inh 2 and GSK3B inh 0.
CCCc1nc2oc(C(=O)c3ccccc3)c(N)c2c2c1COC(C)(C)C2 was read as PolyA inh inactive, HDAC3 inh 0, AI-2 QS modul 13, Platelet DG rel 8, HSP90 refold inh -2, Dyrk1A ADPGlo -6, HSF-1 act -3, HSF1 inh -4, GSK3 alpha inh 19 and GSK3B inh -1.
CC(=O)Nc1ccc(NC(=O)COC(=O)Cc2c[nH]c3ccccc23)cc1 was read as PolyA inh inactive, HDAC3 inh 8, AI-2 QS modul 20, Platelet DG rel -5, HSP90 refold inh -6, Dyrk1A ADPGlo 1, HSF-1 act -4, HSF1 inh -5, GSK3 alpha inh 2 and GSK3B inh 2.
Screening Cc1ccc(O)c(NC(=O)c2onc(C)c2Cl)c1 returned PolyA inh inactive, HDAC3 inh -1, AI-2 QS modul 1, Platelet DG rel 0, HSP90 refold inh 0, Dyrk1A ADPGlo 2, HSF-1 act 155*, HSF1 inh 98, GSK3 alpha inh 12 and GSK3B inh 1.
For O=C(O)CN1CCN(Cc2ccccc2F)C1=O the results were PolyA inh inactive, HDAC3 inh 1, AI-2 QS modul 15, Platelet DG rel 1, HSP90 refold inh 1, Dyrk1A ADPGlo 6, HSF-1 act -17, HSF1 inh -9, GSK3 alpha inh 2 and GSK3B inh -4.
Screening CN1CCN(S(=O)(=O)c2cccc(C(=O)NCCC3=CCCCC3)c2)CC1 returned PolyA inh inactive, HDAC3 inh 3, AI-2 QS modul 35, Platelet DG rel -1, Dyrk1A ADPGlo 7, HSF-1 act -82, HSF1 inh -76*, GSK3 alpha inh -1 and GSK3B inh 3.
For COc1ccccc1N1C(=O)C=C(Sc2nc(C)cc(C)n2)C1=O the results were PolyA inh inactive, HDAC3 inh 3, AI-2 QS modul 22, Platelet DG rel -3, HSP90 refold inh 4, HSF-1 act -10, HSF1 inh 10, GSK3 alpha inh 2 and GSK3B inh -2.
COC(=O)c1cc(S(=O)(=O)NCC2CCN(Cc3cc(C)ccc3C)CC2)cn1C was read as PolyA inh inactive, HDAC3 inh -11, AI-2 QS modul 9, Platelet DG rel 0, HSP90 refold inh 2, Dyrk1A ADPGlo 4, HSF-1 act -4, HSF1 inh 0, GSK3 alpha inh -1 and GSK3B inh -3.
`COc1ccc(OC)c(S(=O)(=O)N2CCCC(N3CCN(c4ccccc4)CC3)C2)c1` (stereo not given) gave PolyA inh inactive, HDAC3 inh 3, AI-2 QS modul 19, Platelet DG rel 1, HSP90 refold inh -2, HSF-1 act 5, HSF1 inh 3, GSK3 alpha inh 0 and GSK3B inh 6.
For CC1(C(=O)O)CCC(C(=O)N2CCCCC2)C1(C)C (stereo not given) the results were PolyA inh inactive, HDAC3 inh -4, AI-2 QS modul 16, Platelet DG rel 0, HSP90 refold inh 1, HSF-1 act 5, HSF1 inh -1, GSK3 alpha inh -1 and GSK3B inh -2.
Screening Cc1cccc(Nc2ncc3c(n2)CC(c2ccco2)CC3=O)c1 (stereo not given) returned PolyA inh inactive, HDAC3 inh 1, AI-2 QS modul 29, Platelet DG rel -7, HSP90 refold inh 0, Dyrk1A ADPGlo -3, HSF-1 act 20, HSF1 inh 6, GSK3 alpha inh -2 and GSK3B inh -2.
Screening Cc1[nH]c2ccc(C(C)C)cc2c1CC(=O)O returned PolyA inh inactive, HDAC3 inh 9, AI-2 QS modul 31, Platelet DG rel 3, HSP90 refold inh 8, Dyrk1A ADPGlo 4, HSF-1 act 1, HSF1 inh -3, GSK3 alpha inh -2 and GSK3B inh 1.
S=C(NCc1ccco1)Nc1cccc(Cl)c1Cl was read as PolyA inh inactive, HDAC3 inh -2, AI-2 QS modul 7, Platelet DG rel -11, HSP90 refold inh -3, HSF-1 act 40, HSF1 inh 19, GSK3 alpha inh 0 and GSK3B inh -11.
C/C(=N\NC(=O)c1cc(Br)ccc1O)c1ccccn1 was read as PolyA inh inactive, HDAC3 inh 11, AI-2 QS modul 14, Platelet DG rel 12, HSP90 refold inh -5, Dyrk1A ADPGlo -3, HSF-1 act -10, HSF1 inh -3, GSK3 alpha inh 1 and GSK3B inh 2.
`CCN(CC(=O)Nc1ccc2c(c1)OCO2)S(=O)(=O)c1ccccc1` gave PolyA inh inactive, HDAC3 inh 1, AI-2 QS modul 12, Platelet DG rel 17, HSP90 refold inh -3, Dyrk1A ADPGlo -6, HSF-1 act 11, HSF1 inh 3, GSK3 alpha inh 0 and GSK3B inh 3.
`NNC(=O)c1cc2cc(OC(F)(F)F)ccc2[nH]1` gave PolyA inh inactive, HDAC3 inh 1, AI-2 QS modul 13, Platelet DG rel -6, HSP90 refold inh 4, HSF-1 act 7, HSF1 inh -5, GSK3 alpha inh 2 and GSK3B inh 0.
For CC(C)SCCCOc1ccc(C(C)(C)C)cc1 the results were PolyA inh inactive, HDAC3 inh 5, AI-2 QS modul -1, Platelet DG rel 0, HSP90 refold inh 1, Dyrk1A ADPGlo -7, HSF-1 act 2, HSF1 inh 5, GSK3 alpha inh -3 and GSK3B inh 0.
CC(C)(COC(=O)Nc1ccccc1)COC(=O)Nc1ccccc1 was read as PolyA inh inactive, HDAC3 inh 6, AI-2 QS modul 8, HSP90 refold inh 3, Dyrk1A ADPGlo -2, HSF-1 act 21, HSF1 inh 8, GSK3 alpha inh -1 and GSK3B inh 4.
